Dicer inh – inhibitors of Dicer pre-microRNA processing, primary screen, biochemical, cat-ELCCA, chemiluminescence; Endoribonuclease Dicer (Homo sapiens), Q9UPY3; cat-ELCCA pre-miR-21 Dicer processing; hits give high values; z-score at 25 µM; hit rate 6% among 47,000; in the data active = z-score above about 3, passing the limit was not always enough;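 also: plate controls were vehicle for no effect and no enzyme for full effect; higher signal means more uncleaved substrate so more Dicer inhibition; strong numbers were not always called active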
Target sequence (Q9UPY3 whole entry, looked up): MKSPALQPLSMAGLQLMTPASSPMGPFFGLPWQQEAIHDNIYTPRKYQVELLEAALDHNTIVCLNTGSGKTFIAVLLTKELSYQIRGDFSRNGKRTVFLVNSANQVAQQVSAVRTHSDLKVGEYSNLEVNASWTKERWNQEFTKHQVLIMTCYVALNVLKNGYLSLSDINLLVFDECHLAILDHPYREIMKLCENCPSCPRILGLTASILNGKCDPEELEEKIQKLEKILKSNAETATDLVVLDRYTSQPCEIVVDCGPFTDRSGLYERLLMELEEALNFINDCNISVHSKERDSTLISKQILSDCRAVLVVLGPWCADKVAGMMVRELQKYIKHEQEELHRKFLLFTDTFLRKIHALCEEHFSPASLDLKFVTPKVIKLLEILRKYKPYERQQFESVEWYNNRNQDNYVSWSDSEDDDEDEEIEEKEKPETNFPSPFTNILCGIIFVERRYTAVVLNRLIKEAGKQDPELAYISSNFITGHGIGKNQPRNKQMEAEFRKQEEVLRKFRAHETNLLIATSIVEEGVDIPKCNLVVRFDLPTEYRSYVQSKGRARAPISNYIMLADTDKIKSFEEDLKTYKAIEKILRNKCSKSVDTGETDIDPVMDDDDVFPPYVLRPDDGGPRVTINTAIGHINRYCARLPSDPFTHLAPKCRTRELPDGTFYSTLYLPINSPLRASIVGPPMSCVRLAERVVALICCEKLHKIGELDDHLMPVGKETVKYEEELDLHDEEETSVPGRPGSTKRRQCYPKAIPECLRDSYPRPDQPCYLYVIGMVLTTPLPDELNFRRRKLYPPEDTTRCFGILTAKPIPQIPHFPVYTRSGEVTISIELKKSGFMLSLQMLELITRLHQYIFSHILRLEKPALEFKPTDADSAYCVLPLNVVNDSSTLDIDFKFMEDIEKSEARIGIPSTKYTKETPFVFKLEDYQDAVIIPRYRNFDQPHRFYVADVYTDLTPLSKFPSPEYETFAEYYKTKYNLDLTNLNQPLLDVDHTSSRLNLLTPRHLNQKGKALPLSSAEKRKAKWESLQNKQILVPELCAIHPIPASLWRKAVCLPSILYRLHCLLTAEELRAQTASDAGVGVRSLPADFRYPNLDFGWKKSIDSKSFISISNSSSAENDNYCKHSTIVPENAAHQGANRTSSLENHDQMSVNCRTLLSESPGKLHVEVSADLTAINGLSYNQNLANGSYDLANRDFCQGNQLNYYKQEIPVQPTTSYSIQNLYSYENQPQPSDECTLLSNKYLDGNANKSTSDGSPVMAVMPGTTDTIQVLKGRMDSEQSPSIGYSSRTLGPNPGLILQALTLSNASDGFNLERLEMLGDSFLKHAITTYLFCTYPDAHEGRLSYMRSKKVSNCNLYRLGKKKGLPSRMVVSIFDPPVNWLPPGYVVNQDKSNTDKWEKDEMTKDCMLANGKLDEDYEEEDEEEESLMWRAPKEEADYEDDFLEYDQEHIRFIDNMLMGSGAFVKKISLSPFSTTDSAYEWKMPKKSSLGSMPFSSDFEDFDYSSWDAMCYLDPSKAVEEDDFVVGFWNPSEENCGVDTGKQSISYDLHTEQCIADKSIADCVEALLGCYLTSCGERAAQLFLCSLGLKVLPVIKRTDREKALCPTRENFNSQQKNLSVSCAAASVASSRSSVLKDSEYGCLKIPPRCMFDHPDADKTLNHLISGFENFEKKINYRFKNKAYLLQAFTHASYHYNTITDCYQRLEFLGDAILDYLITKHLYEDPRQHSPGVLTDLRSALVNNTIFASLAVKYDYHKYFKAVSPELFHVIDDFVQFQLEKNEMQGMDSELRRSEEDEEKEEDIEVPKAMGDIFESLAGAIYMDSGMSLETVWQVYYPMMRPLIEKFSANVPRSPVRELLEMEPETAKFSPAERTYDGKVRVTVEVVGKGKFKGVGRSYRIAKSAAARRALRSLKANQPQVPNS
Starred values were filed as active, the others as inactive.

SMILES | Dicer inh
O=C(c1ccccc1)c1ccccc1NC(=O)C1CCCN1Cc1ccccc1 (stereo not drawn) | 1.6
O=C1N(CCc2ccccc2)c2ccccc2C1(O)c1c[nH]c2ccccc12 (stereo not drawn) | 1.1
CC(C)(C)OC(=O)CC(NC(=O)OCc1ccccc1)C(N)=O (stereo not drawn) | -0.41
CC(C)(C)SCCNC(=O)CN1C(=O)c2cccc3cccc1c23 | -0.41
COc1ccc2c(ccc(/C=C3\Sc4ccccc4N3C)[n+]2C)c1 | -0.9
CC1=C(C(=O)OCCOC(C)C)C(c2ccc(N(C)C)cc2)C2=C(CCCC2=O)N1 (stereo not drawn) | -0.03
COc1ccccc1C(=O)NC(Nc1ccc(F)cc1)(C(F)(F)F)C(F)(F)F | 0.45
CNC(=O)N(C1=NCC(C)S1)c1ccc(Cl)cc1 (stereo not drawn) | 0.5
COCCCn1c(SCC(=O)NN)nnc1-c1ccc(C(C)(C)C)cc1 | -1.8
O=C(c1ccc(F)cc1)c1ccc(F)cc1 | 0.8
COc1cccc(-c2cnc(NCc3cccc(Br)c3)n2C)c1 | -0.78
CCOc1nc(C)ccc1-c1noc(-c2ccco2)n1 | -0.02
Nc1ncnc2c1ncn2[C@@H]1O[C@H](COP(=O)(O)O)[C@@H](O)[C@H]1O | -0.4
Nc1ncnc2c1ncn2CCNCCc1ccccc1 | 20
CSc1scc2c1-c1nc(SCc3cccc(C(F)(F)F)c3)ncc1CC2 | -1.2
COc1ccccc1OCCn1cc(C(=O)C2CC2)c2ccccc21 | 1.6
O=C(Nc1ccccc1)N1CCCC1c1cccs1 (stereo not drawn) | -1.7
COc1ccc(-c2cc(-c3cccs3)[nH]c(=S)c2C#N)cc1 | 1.1
O=C(O)C(C(=O)O)=C1C2CC3CC(C2)CC1C3 | 0.1
O=C1CCCc2c1ccc1c3c(ccc21)C(=O)CCC3 | -0.13
CCCCN1C(=O)C(O)(CC(=O)c2ccc3c(c2)OCO3)c2cc(Br)ccc21 (stereo not drawn) | 1.6
CN(CCOC(=O)c1cccs1)C(C)(C)C | 0.76
O=C(O)CC(NC(=O)Nc1ccccc1)c1ccsc1 (stereo not drawn) | 0.13
O=C(c1ccc(F)cc1)c1coc2ccc(O)cc12 | -2.7
COc1cccc(N2C(=O)CC(N3CCN(c4ccc(F)cc4)CC3)C2=O)c1 (stereo not drawn) | -1.4
COc1ccc(Nc2nc3ccccc3nc2NS(=O)(=O)c2ccccc2)cc1OC | 1.8
Cc1nn(Cc2nnc(SCC(=O)C(C)(C)C)n2C)c(C)c1[N+](=O)[O-] | -1.1
CS(=O)(=O)Nc1nc2n(n1)C(c1ccc(Cl)cc1)C=C(c1ccccc1)N2 (stereo not drawn) | 0.63
CS(=O)(=N/C=C(\C#N)C(=O)c1ccc(Cl)cc1)c1ccc(C(F)(F)F)cn1 (stereo not drawn) | 0.87
CCCn1c(CCCO)nc2ccccc21 | 0.49
CN1CCCC(n2nc(Cc3ccc(Cl)cc3)c3ccccc3c2=O)CC1 (stereo not drawn) | -0.63
Cc1oc2ccc(NS(=O)(=O)c3ccc4c5c(cccc35)C(=O)N4)cc2c1C(=O)OC(C)C | 2.4
CC1=C(C(=O)OC2CCCCC2)C(c2ccc(O)cc2)C2=C(CC(C)(C)CC2=O)N1 (stereo not drawn) | -1.2
Cc1ccc(C(=O)OCCS(=O)(=O)c2ccc(C(F)(F)F)cn2)cc1 | -1.1
COC(=O)c1ccc(S(=O)(=O)Nc2ccc(N3CCOCC3)cc2)n1C | 3.6*
CSC1=NNC(c2ccc(C(C)(C)C)cc2)=NN1 | -0.91
COc1ccc(/C=C2/C(=O)Nc3ccccc32)cc1 | -0.18
COc1ccc(CCN2C(=O)CSC2c2ccc3c(c2)OCO3)cc1OC (stereo not drawn) | -0.66
O=C(O)CSCC(=O)Nc1nnc(C2CC2)s1 | 0.96
CCOC(=O)c1cnc2c(c(C)nn2C)c1NCc1ccco1 | -0.65
COC(=O)c1ccc(Oc2nc3c(c(=O)n(C)c(=O)n3C)n2C(C)C)cc1 | -0.5
COC(=O)Cc1[nH]nc2c1C(c1ccc(C(C)(C)C)cc1)C(C#N)=C(N)O2 (stereo not drawn) | 0.36
CNC(=O)NCc1c(N(C)C)cccc1N(C)C | 0.84
CCCCCC(=O)O/N=C(\C)c1ccn(S(=O)(=O)c2ccc(Cl)cc2)c1 | -1
COc1cc(C2Nc3ccccc3-c3cc(C)nn32)ccc1O (stereo not drawn) | 0.37
Cc1ccc2oc(=O)c(CCC(=O)O)nc2c1 | -1.6
Cn1c2c(c(=O)n(C)c1=O)C(c1ccc(O)cc1)C1C(=O)c3ccccc3C1=N2 (stereo not drawn) | -0.21
O=C(Nc1cc(Cl)cc(Cl)c1)Nc1csc(Cc2c(Cl)cccc2Cl)n1 | 0.08
CCn1c2ccccc2c2nnc(SCC(=O)Nc3nc4ccccc4s3)nc21 | 0.35
COC(=O)c1sccc1N1CC(C)(C)C1=O | -0.36

2 neighbouring entries out of the list so far, for reference:
SMILES | Dicer inh
COC(=O)c1ccc(Oc2nc3c(c(=O)n(C)c(=O)n3C)n2C(C)C)cc1 | -0.5
COC(=O)Cc1[nH]nc2c1C(c1ccc(C(C)(C)C)cc1)C(C#N)=C(N)O2 (stereo not drawn) | 0.36

Later entries.
SMILES | Dicer inh
CCCc1[nH]n(C)c(=O)c1C(=O)c1cc2ccccc2s1 | -3.2
C=CCN1/C(=C/c2cc[n+](C)cc2)Sc2ccccc21 | 0.24
CC(C)COC(=O)COc1ccc2c(=O)c(Oc3ccccc3Br)coc2c1 | 0.37
COc1ccc2[nH]cc(CCC(=O)O)c2c1 | 2.4
CCOc1cccc(C2c3c(oc4ccccc4c3=O)C(=O)N2c2nc(C)c(C)s2)c1 (stereo not drawn) | 1.2
CCOC(=O)/C(C#N)=C/Nc1ccc2oc3ncccc3c(=O)c2c1 | -1.1
N#CC1=C(SCc2ccccc2)NC(=O)CC1c1ccc(Cl)cc1 (stereo not drawn) | 0.4
FC(F)(F)c1ccc(SCc2ccc(-c3ncns3)cc2)nc1 | 0.14
Cc1cc(C(F)(F)F)nc2c(Br)c(-c3ccc(Cl)cc3)nn12 | -1.4
Cc1nc(Nc2nc(=O)c3ccccc3n2C)nc2c(C)cccc12 | 0.22
CCOC(=O)c1sc(-c2ccccc2)nc1CSc1ccc(Cl)cc1 | 1.8
O=C(Oc1ccccc1)Oc1ccc2sc(=O)oc2c1 | -3.7
Cc1ccc(-n2nnnc2-c2cnoc2-c2ccc(F)cc2)cc1 | -2.1
COc1ccc(-c2csc(-c3c(C)noc3N)n2)cc1 | 3.6
O=C(CC1SCCNC1=O)Nc1ccc(F)c(Cl)c1 (stereo not drawn) | 0.15
O=C1NC(=S)/C(=C/c2ccccc2O)S1 | -1.5
CCOC(=O)/C(C#N)=C/c1ccccc1Cl | -1.2
Cn1nnnc1SCCNCc1cc(Cl)ccc1OCc1ccc(Cl)cc1 | 0.37
CC1CC(C)(C)N(C(=O)Nc2cccc(Cl)c2)c2ccccc21 (stereo not drawn) | 6.6*
COC(=O)c1ccc(C(F)(F)C(F)(F)c2ccc(C(=O)OC)cc2)cc1 | 0.5
N/C(=N\NS(=O)(=O)c1ccccc1Cl)c1ccccn1 | 2.1
N#CC1=C(SCC(N)=O)NC(=O)CC1c1ccccc1 (stereo not drawn) | 1.3
O=C(CC1SC(=Nc2ccc(C3CCCCC3)cc2)NC1=O)Nc1ccc(OC(F)(F)F)cc1 (stereo not drawn) | -2.3
CC1=C(C#N)C(c2ccc(N(C)C)cc2)C2=C(CCCC2=O)N1 (stereo not drawn) | 2.5
CCOC(=O)N1CCc2c(sc(NC(=O)Cc3ccccc3)c2C(=O)c2ccc(OC)cc2)C1 | -1.6
CC1CN(S(=O)(=O)c2cccc(-c3cn4cc(Cl)ccc4n3)c2)CC(C)O1 (stereo not drawn) | -0.35
CC1(O)CC(c2ccccc2)SC(c2ccccc2)C1 (stereo not drawn) | 0.18
Cc1ccc(Cl)cc1NCN1C(=O)CNC1=S | 13
O=C(O)COCC(=O)Nc1nnc(C2CC2)s1 | -0.1
COC(=O)c1c(C)oc2ccc(NS(=O)(=O)c3cccc4cccnc34)cc12 | 3.2*
CN(CCOC(=O)Nc1cc(Cl)cc(Cl)c1)c1ncc(C(F)(F)F)cc1Cl | -0.65
CC(C)N(Cc1ccc(N(C)C)cc1)S(=O)(=O)c1cccc(C(F)(F)F)c1 | 0.47
COC(=S)Nc1cccc(C(F)(F)F)c1 | -0.85
C=CCOc1ccc(C2C(C#N)=C(N)Oc3c2ccc2ccccc32)cc1OC (stereo not drawn) | -2
Cc1cc(C)nc(Nc2n[nH]c(-c3ccncc3)n2)n1 | 0.65
COc1ccc(-c2cc(-c3ccc(C)cc3)[nH]c(=S)c2C#N)cc1 | 0.56
CCCc1nnc(N2C(=O)c3oc4ccc(F)cc4c(=O)c3C2c2ccc(OC)c(OC)c2)s1 (stereo not drawn) | -0.36
O=C(NNc1ccc(C(F)(F)F)cn1)c1ccccc1Cl | 0.15
CC(C)(Oc1ccc(C(C)(C)C)cc1)C(=O)O | -1.4
O=C(NC(=S)N1CCN(C(=S)NC(=O)c2ccccc2)CC1)c1ccccc1 | 0.78

Rewritten tab-delimited: 17 of the compounds above.
smiles	Dicer inh
CC(C)(C)OC(=O)CC(NC(=O)OCc1ccccc1)C(N)=O (stereo not drawn)	-0.41
CC(C)(C)SCCNC(=O)CN1C(=O)c2cccc3cccc1c23	-0.41
COc1ccc2c(ccc(/C=C3\Sc4ccccc4N3C)[n+]2C)c1	-0.9
CC1=C(C(=O)OCCOC(C)C)C(c2ccc(N(C)C)cc2)C2=C(CCCC2=O)N1 (stereo not drawn)	-0.03
COc1ccccc1C(=O)NC(Nc1ccc(F)cc1)(C(F)(F)F)C(F)(F)F	0.45
CNC(=O)N(C1=NCC(C)S1)c1ccc(Cl)cc1 (stereo not drawn)	0.5
COCCCn1c(SCC(=O)NN)nnc1-c1ccc(C(C)(C)C)cc1	-1.8
O=C(c1ccc(F)cc1)c1ccc(F)cc1	0.8
COc1cccc(-c2cnc(NCc3cccc(Br)c3)n2C)c1	-0.78
CCOc1nc(C)ccc1-c1noc(-c2ccco2)n1	-0.02
Nc1ncnc2c1ncn2[C@@H]1O[C@H](COP(=O)(O)O)[C@@H](O)[C@H]1O	-0.4
Nc1ncnc2c1ncn2CCNCCc1ccccc1	20
CSc1scc2c1-c1nc(SCc3cccc(C(F)(F)F)c3)ncc1CC2	-1.2
COc1ccccc1OCCn1cc(C(=O)C2CC2)c2ccccc21	1.6
O=C(Nc1ccccc1)N1CCCC1c1cccs1 (stereo not drawn)	-1.7
COc1ccc(-c2cc(-c3cccs3)[nH]c(=S)c2C#N)cc1	1.1
O=C(O)C(C(=O)O)=C1C2CC3CC(C2)CC1C3	0.1

Carrying on.
SMILES | Dicer inh
CCOC(CC(=O)NNS(=O)(=O)c1ccc(Cl)cc1)OCC | 0.88
Clc1ccc2nc3c(nc2c1)Nc1ccccc1S3 | 0.76
Cc1ncc(S(=O)(=O)Cc2cccs2)c(N)n1 | 5.2*
COc1ccc(C2(CNS(=O)(=O)c3ccccc3)CCCC2)cc1OC | 5.9*
NC(N)=NC(N)=Nc1ccccc1 | -0.24
CCc1ccccc1N=C(N)N=C(N)N | 5.5*
CN(NC(=O)c1ccccc1F)c1ncccc1[N+](=O)[O-] | -0.05
CC(C)(C)NC(=O)NCC1CCCC1NC(=O)NC(C)(C)C (stereo not drawn) | 1.7
COc1ccccc1C1N=C(N)Nc2nc3ccccc3n21 (stereo not drawn) | 34*
FC(F)(F)c1cnc(CSc2c(Cl)cccc2Cl)c(Cl)c1 | -0.61
Cc1ccccc1N/C=C(\C#N)C(=O)c1cc(C(C)(C)C)oc1C | -0.54
Fc1ccc(Cn2nnc(-c3ccc(Cl)cc3)n2)cc1 | 0.38
Cc1[nH]c(C)c2c(=O)n(Cc3ccc(Cl)cc3)ncc12 | -0.48
CC(=O)N(C)c1ccc(NC(=O)c2sc3ccccc3c2Cl)cc1 | 2.2
N#CC(=C1SCCCCS1)S(=O)(=O)c1ccc(Cl)cc1 | 0.36
O=C(NCCNc1ccc(C(F)(F)F)cn1)Nc1ccccc1Cl | -0.79
Cc1ccc(S(=O)(=O)NC(=O)NC2CCCc3ccccc32)cc1 (stereo not drawn) | 0.81
Cn1c(=O)c(NCc2ccccc2)c2c3c(cccc31)C(=O)c1ccccc1-2 | -0.5
N/C(COc1cccc(Cl)c1)=N\OC(=O)CCn1cc(C(F)(F)F)ccc1=O | -0.72
O=C1c2oc3ccccc3c(=O)c2C(c2ccc(OCc3ccccc3)cc2)N1c1nccs1 (stereo not drawn) | 0.36
Cc1ccn2c(C(=O)N/N=C/c3ccc(Cl)cc3)c(C)nc2c1 | 0.3
CC1(C)Cc2c(c(N3CCOCC3)nc3sc(C(=O)c4ccccc4)c(N)c23)CO1 | 3.2*
CCCOC(=O)C1=C(C)NC2=C(C(=O)CC(c3ccccc3OC)C2)C1c1coc2ccccc2c1=O (stereo not drawn) | 6*
Cc1ccc(C2Nn3c(nnc3-c3ccccc3)SC2C(=O)N2CCOCC2)cc1 (stereo not drawn) | -0.66
CCCCCC1CCC(C(=O)O)CC1 (stereo not drawn) | -0.97
Cc1ccc(N(C)NC(=O)NC(=O)c2c(F)cccc2Cl)nn1 | 0.99
COc1c(C(=O)O)csc1Br | 9
CCOC(=O)c1cc(C)nc(SC)c1C#N | 1.4
CCOC(=O)c1c(SC)nc2ccc(Cl)cc2c1Sc1ccc(C)cc1 | -2.7
COC(=O)c1ccc(C2C(C(=O)OCc3ccccc3)=C(C)NC3=C2C(=O)CCC3)cc1 (stereo not drawn) | -0.47
Cc1c(C)c(C)c(C(=O)C2CCN(S(=O)(=O)c3ccc(F)cc3F)CC2)c(C)c1C | 0.85
COc1c(Br)cc(-c2noc(CSc3ccccc3)n2)cc1Br | 0.97
C=CCOC(=O)C1=C(C)NC2=C(C(=O)CC(C)(C)C2)C1c1ccccc1OC (stereo not drawn) | 0.3
Cc1ccc(S(=O)(=O)NNC(=S)NC(C)(C)C)cc1 | 1.2
O=C(Nc1cccc2cccnc12)c1csc2c1CCCC2 | -0.41
Cc1cccc(N2C(=O)C3ON(c4ccccc4)C(c4cccs4)C3C2=O)c1 (stereo not drawn) | 1.1
c1ccc(-c2csc3ncnc(N4CCCC4)c23)cc1 | 1.8
O=C(Nc1cc(C(F)(F)F)cc(C(F)(F)F)c1)Nc1ccc(CSc2ccc(Cl)cc2)o1 | -0.18
O=C(O)CCC(=O)c1ccc2c(c1)OCCCO2 | 1.2

Screening results (PubChem BioAssay)

These rows are one share of the data; count on the stated rates, not on these rows.
